TRPC6 act: mouse TRPC6 channel activators, primary screen, cell-based, HEK293, membrane potential dye. actives 0.13% (n = 310,000). B-score at 10 µM. Short transient receptor potential channel 6 (Mus musculus), Q61143. HEK293-TRPC6 membrane potential dye fluorescence; active compounds read high;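 active means B-score of the integrated fluorescence ratio above library mean plus 3 SD, and starting fluorescence ratio within library mean plus 5 SD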;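 further: higher score means more depolarization so channel activation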
TMEM16A act: TMEM16A chloride channel activators or potentiators, primary screen, cell-based, HTS; HEK293 TMEM16A/YFP-H148Q/I152L, iodide quench fluorescence; active compounds read low; Anoctamin-1 (Mus musculus), Q8BHY3; actives 0.3% (n = 340,000); B-score at 10 µM;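 active means fluorescence-ratio B-score plate-corrected deviation score at least 3 library SD below zero, with starting fluorescence score within 5 deviations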;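 further: channel opened by trigger with iodide after compound preincubation; score built on the fluorescence ratio of max minus min over baseline; more negative score means more quench and so TMEM16A activation or potentiation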
ANO1 block: TMEM16A chloride channel inhibitors, primary screen, cell-based, HTS. Anoctamin-1 (Mus musculus), Q8BHY3. HEK293 TMEM16A/YFP iodide influx fluorescence, ionomycin. normalized B-score (activity score, 25-100; higher = stronger inhibition) at 10 µM. actives 1.2% (n = 310,000). AID 588511, 2011;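 active means ratio plate-corrected score three or more library SD toward inhibition, starting fluorescence score within five deviations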;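 further: score derived from kinetic fluorescence span divided by baseline fluorescence per well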
SKKanGAS inh: S. pyogenes SKKanGAS growth inhibitors in kanamycin, primary screen, streptokinase expression inhibitor project, SKKanGAS strain, BacTiter-Glo luminescence; 6 h; inhibition, % at 7.5 µM; actives 1.3% (n = 300,000); AID 1662, 2009;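 active means mean replicate score, as percent of positive control median, at least 50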;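 further: strain carries kanamycin resistance gene driven by streptokinase promoter and grows in 40 µg/ml kanamycin; loss of luminescence reflects streptokinase promoter inhibition or plain growth inhibition; 0% = median of DMSO wells and 100% = positive control at its reference dose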
RGS4 block: RGS4 inhibitors, primary screen, cell-based, HEK293 M3R inducible RGS4, calcium flux | Regulator of G-protein signaling 4 (Homo sapiens), P49798 | Fluo-4 calcium flux; active compounds read high; triggered by carbachol at its EC20 | B-score at 10 µM | actives 0.45% (n = 310,000) | AID 463165, 2010;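 active means B-score, a plate-corrected calcium signal, over three deviations above library mean, with baseline fluorescence within five deviations of library mean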;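 further: RGS4 expression induced by doxycycline in cells with stable M3 receptor; B-score is computed from the integrated fluorescence ratio over baseline after carbachol; higher B-score means a larger calcium signal and so more RGS4 inhibition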
Target sequence (P49798 whole entry, looked up): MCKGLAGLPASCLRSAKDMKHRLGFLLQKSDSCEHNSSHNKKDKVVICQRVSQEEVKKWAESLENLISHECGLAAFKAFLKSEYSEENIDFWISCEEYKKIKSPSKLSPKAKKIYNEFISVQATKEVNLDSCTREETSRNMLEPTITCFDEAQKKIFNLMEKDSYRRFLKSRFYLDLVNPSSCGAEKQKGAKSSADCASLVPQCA
MrgX1 PAM: positive allosteric modulators of MrgX1, primary screen, HEK293 cells, Fluo-4 calcium flux; B-score at 10 µM; FDSS; active compounds read high; AID 588675, 2011; actives 0.63% (n = 310,000);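 active means plate-corrected calcium response at least 3 library SD above typical, normal starting fluorescence, not activating the receptor alone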;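 further: compound read alongside a low EC10 to EC30 dose of BAM8-22 agonist; peak minus trough fluorescence over baseline measured at the second addition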
Target sequence (Q96LB2 whole entry, looked up): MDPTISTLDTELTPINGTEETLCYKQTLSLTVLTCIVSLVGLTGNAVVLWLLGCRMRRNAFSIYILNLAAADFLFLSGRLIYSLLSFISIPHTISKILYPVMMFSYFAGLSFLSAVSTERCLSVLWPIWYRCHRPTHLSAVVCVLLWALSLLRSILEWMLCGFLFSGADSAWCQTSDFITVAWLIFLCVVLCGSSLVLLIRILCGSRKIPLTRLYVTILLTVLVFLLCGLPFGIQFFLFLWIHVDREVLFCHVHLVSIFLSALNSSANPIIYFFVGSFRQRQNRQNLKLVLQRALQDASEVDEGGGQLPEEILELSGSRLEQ
MrgX1 agonist: agonists of human MrgX1 receptor, primary screen, HEK293 cells, Fluo-4 calcium flux; Mas-related G-protein coupled receptor member X1 (Homo sapiens), Q96LB2; Fluo-4 calcium fluorescence, agonist mode; active compounds read high; B-score at 10 µM; actives 0.44% (n = 310,000);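 active means calcium response B-score plate-corrected fluorescence ratio at least 3 library SD, with starting fluorescence B-score inside 5 SD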
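times = overnight plating, then 30 min 37 °C plus 30 min room-temperature dye loading | assay system = stable human MrgX1 HEK293 cell line | input = fifteen thousand cells per well | signal = kinetic calcium dye fluorescence, Fluo-4 NW | dosing = compound delivered in addition one of three | read-out = B-scored fluorescence response ratio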
MrgX1 antag: antagonists of human MrgX1 receptor, primary screen, HEK293 cells, Fluo-4 calcium flux; BAM8-22 antagonism; active compounds read low; actives 1.3% (n = 310,000); Mas-related G-protein coupled receptor member X1 (Homo sapiens), Q96LB2; B-score at 10 µM; AID 588676, 2011;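 active means calcium-response B-score plate-corrected more than 3 library SD below zero, starting fluorescence within 5 deviations, no agonist response on first addition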;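 further: peak minus trough fluorescence over baseline after final BAM8-22 challenge near maximal dose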
RGS4 pot: RGS4 potentiators or activators, primary screen, cell-based, HEK293 M3R inducible RGS4, calcium flux | carbachol calcium flux Fluo4; active compounds read low | B-score at 10 µM | actives 0.92% (n = 310,000);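 active means B-score of the integrated calcium signal more than 4 SD below the library mean, with starting fluorescence not abnormally high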;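 further: negative B-score means reduced calcium response which marks RGS4 activation or potentiation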
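Test system: HEK293 cells with stable M3R and inducible RGS4; also added: carbachol at ECmax as muscarinic agonist stimulus; schedule: dye loading 30 min 37 °C, buffer rest 30 min RT; technique: kinetic calcium fluorescence imaging with Fluo4-AM dye, 2 µM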
TRPC6 inhibitor: mouse TRPC6 channel inhibitors, primary screen, cell-based, HEK293, membrane potential dye; ACh-evoked depolarization; active compounds read low; Short transient receptor potential channel 6 (Mus musculus), Q61143; actives 1.1% (n = 310,000); B-score at 10 µM;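 active means B-score under library mean minus 3 SD, initial fluorescence not abnormally high, positive integrated signal ratio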;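 further: B-score derived from integrated fluorescence ratio over the kinetic read; more negative B-score means stronger inhibition of depolarization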
HDAC3 inh: HDAC3 deacetylase inhibitors, primary screen, biochemical, fluorescence, cell-free homogeneous. Histone deacetylase 3 (Homo sapiens), O15379. recombinant HDAC3, fluorogenic peptide/trypsin coupled. inhibition, % at 8.3 µM. actives 0.15% (n = 320,000). AID 2718, 2010; in the data active means inhibition above about 26%, passing the limit was not always enough
Target sequence (O15379 whole entry, looked up): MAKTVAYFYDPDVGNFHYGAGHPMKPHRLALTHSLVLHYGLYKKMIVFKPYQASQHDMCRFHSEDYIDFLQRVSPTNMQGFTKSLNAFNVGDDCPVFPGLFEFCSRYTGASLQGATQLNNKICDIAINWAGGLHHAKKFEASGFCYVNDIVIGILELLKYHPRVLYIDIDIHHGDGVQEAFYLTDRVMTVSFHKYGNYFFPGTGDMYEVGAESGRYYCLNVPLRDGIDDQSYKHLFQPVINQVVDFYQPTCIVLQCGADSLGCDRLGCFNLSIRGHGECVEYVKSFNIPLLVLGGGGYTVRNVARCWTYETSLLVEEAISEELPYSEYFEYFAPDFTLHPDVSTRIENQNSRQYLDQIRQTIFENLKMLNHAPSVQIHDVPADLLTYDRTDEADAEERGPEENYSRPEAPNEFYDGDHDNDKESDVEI
An asterisk follows results filed as active; i = inactive; x = no result given.

Every second line gives: TRPC6 act | TMEM16A act | ANO1 block | SKKanGAS inh | RGS4 block | MrgX1 PAM | MrgX1 agonist | MrgX1 antag | RGS4 pot | TRPC6 inhibitor | HDAC3 inh
[1] Cc1ccccc1NC(=O)CSc1nc(-c2ccccc2)cc(=O)[nH]1
→ i | i | i | 4 | i | i | i | i | i | i | 1
[2] CC(C)CC(NC(=O)CNC(=O)C1O[C@@H]2OC(C)(C)O[C@@H]2[C@H]2OC(C)(C)O[C@@H]12)C(=O)O (stereo partly specified)
→ i | i | i | 6 | i | i | i | i | i | i | -6
[3] Cc1ccc(NC(=O)Nc2ccc(Cl)c(Cl)c2)nc1
→ i | i | i | -15 | i | i | i | i | i | i | x
[4] COCCC(=O)N1CCCC(C(=O)c2ccc(C(F)(F)F)cc2)C1 (stereo unspecified)
→ i | i | i | 0 | i | i | i | i | i | i | -3
[5] CCn1nc(C)c(CN2CCc3c([nH]c4ccccc34)C2C(C)(C)C)c1C (stereo unspecified)
→ i | i | i | -6 | i | i | i | i | i | i | 0
[6] O=C(CN1CCCCCC1)NC(c1ccccc1)c1ccccc1
→ i | i | i | -1 | i | i | i | i | i | i | 7
[7] CC(=O)c1ccc(S(=O)(=O)NC2CCSc3ccccc32)cc1 (stereo unspecified)
→ i | i | i | 0 | i | i | i | i | i | i | 7
[8] CC(=O)N1c2ccc(S(=O)(=O)NCCC(=O)NCc3ccc(Cl)cc3)cc2CC1C (stereo unspecified)
→ i | i | i | -27 | i | i | i | i | i | i | 3
[9] O=C(COC(=O)c1ccccc1-n1cnnn1)c1ccccc1
→ i | i | i | 15 | i | i | i | i | i | i | 1
[10] CC(C)CCn1cnc2c1c(=O)[nH]c(=O)n2Cc1ccccc1
→ i | i | i | -1 | i | i | i | i | i | i | -8
[11] CCCN1CCC(=NNc2ccc(S(N)(=O)=O)cc2[N+](=O)[O-])CC1
→ i | i | i | -3 | i | i | i | i | i | i | -5
[12] COC(=O)c1ccc(NC(=O)C(=O)N2CCN(C(=S)Nc3cccc(OC)c3)CC2)cc1
→ i | i | i | -2 | i | i | i | i | i | i | 1
[13] Cc1cc(N2C(=O)C=CC2=O)c([N+](=O)[O-])cc1C
→ i | i | i | x | i | i | i | i | i | i | 8
[14] Cc1c(Cl)cccc1NC(=O)CN1CCN(CCN=CC2=C(O)CC(c3ccccc3)CC2=O)CC1 (stereo unspecified)
→ i | i | i | 2 | i | i | i | i | i | i | 0
[15] O=C(c1cccc(Br)c1)N1CCCC1
→ i | i | i | 1 | i | i | i | i | i | i | 2
[16] N#Cc1nc(-c2ccc(OCc3ccccc3)cc2)oc1NCCCN1CCOCC1
→ i | i | i | 30 | i | i | i | i | i | i | -11
[17] O=C(O)CCN=CC1=C(O)CC(c2ccccc2)CC1=O (stereo unspecified)
→ i | i | i | 2 | i | i | i | i | i | i | 10
[18] COc1ccccc1N1CCN(C(=O)Cn2c(=O)oc3cc(S(=O)(=O)N4CCCC4)ccc32)CC1
→ i | i | i | 2 | i | i | i | i | i | i | -11
[19] Cc1ccc(C(C(=O)NC2CCCCC2)N(Cc2ccco2)C(=O)Cn2cnc3ccccc32)cc1 (stereo unspecified)
→ 17* | i | i | 19 | i | i | i | i | i | i | 9
[20] O=C(NCCc1ccncc1)c1ccc2nc(Cc3cccc(Cl)c3)oc2c1
→ i | i | i | -2 | i | i | i | i | i | i | x
[21] N#C/C(=C/N1CCOCC1)c1ccccc1
→ i | i | i | -2 | i | i | i | i | i | i | 3
[22] Cc1ccc(S(=O)(=O)N2CC[C@@H]2C(=O)O)cc1
→ i | i | i | 5 | i | i | i | i | i | i | x
[23] COc1ccc(C(CC(=O)N2CCCC2)c2c(O)cc(OC)cc2OC)cc1 (stereo unspecified)
→ i | i | i | -3 | i | i | i | i | i | i | 0
[24] Cn1c(N2CCN(C(=O)Nc3ccc(F)cc3)CC2)nc2ccccc21
→ i | i | i | -6 | i | i | i | i | i | i | 2
[25] CC(C)(C)c1ccc(NS(=O)(=O)c2ccc(N)cc2)cc1
→ i | i | i | -7 | i | i | i | i | i | i | 1
[26] Cc1cccc(C(=O)N2CCC(=O)N(C(COCc3cccc(C(F)(F)F)c3)Cc3ccccc3)CC2)c1 (stereo unspecified)
→ i | i | i | 6 | i | i | i | i | i | i | 15
[27] O=C(Cc1ccc(Cl)cc1)NCCc1c[nH]c2ccccc12
→ i | i | i | -4 | i | i | i | i | i | i | 2
[28] CCCCn1nc2cc(C(=O)NCc3ccc4c(c3)OCO4)ccc2c1OCC
→ i | i | i | -5 | i | i | i | i | i | i | -23
[29] CC(C)N(CC#CCC(O)(c1ccccc1)c1ccccc1)CCO
→ i | i | x | 2 | i | x | x | x | i | i | x
[30] CC1=CC(=Nc2c(C)n(C)n(-c3ccccc3)c2=O)C=CC1=O
→ i | x | i | 10 | 11* | i | i | i | i | i | 2
[31] Clc1ccc(CN2CCN(/N=C/c3ccco3)CC2)cc1
→ i | i | i | 0 | i | i | i | i | i | i | -2
[32] O=C(CN(C(=O)CNC(=O)c1cccs1)c1ccccc1F)NC1CCCC1
→ i | i | i | -2 | i | i | i | i | i | i | 3
[33] COc1ccc(COc2cc(-c3cccc(OC)c3)nc3ccc(N)cc23)cc1
→ i | i | i | 38 | i | i | i | i | i | -8.3* | -25
[34] CCC(C)C(NC(=O)c1ccc(Cl)cc1)C(=O)Nc1cccnc1 (stereo unspecified)
→ i | i | i | -16 | i | i | i | -7.6* | i | i | 1
[35] CN(CCc1ccccn1)C(=O)c1nn2c(C(F)(F)F)cc(-c3ccco3)nc2c1Cl
→ i | i | i | -1 | i | i | i | i | i | i | 8
[36] Brc1ccc(-c2ncc3ccccn23)cc1
→ i | i | i | 6 | i | i | i | i | i | i | 8
[37] CCOC(=O)c1nc(Nc2ccc(C(=O)OC)cc2)c2ccccc2n1
→ i | i | i | 13 | i | i | i | i | i | i | 0
[38] NC(=O)c1ccccc1NC(=O)CC12CC3CC(CC(C3)C1)C2
→ i | i | i | 2 | i | i | i | i | i | i | 2
[39] Cn1ncc(N=Cc2ccc([N+](=O)[O-])cc2)c1C(=O)Nc1ccccc1
→ i | i | i | -4 | i | i | i | i | i | i | -1
[40] CC1(C)CC2CC(C)(CN2S(=O)(=O)c2cccc(N)c2)C1 (stereo unspecified)
→ i | i | i | -9 | i | i | i | i | i | i | 5
[41] O=C(O)c1cc2c(cn1)[nH]c1ccccc12
→ i | i | i | 0 | i | i | i | i | i | i | -40
[42] CN(C)c1nc(NCc2ccccc2)nc(Oc2ccc(=O)[nH]n2)n1
→ i | x | i | -4 | i | i | i | i | i | i | -5
[43] CC(OCC(O)CN(C)CCOc1ccccc1)c1ccc(Cl)cc1 (stereo unspecified)
→ i | i | i | 0 | i | i | i | i | i | i | 4
[44] Cc1ccc(C(=O)N(CC(=O)Nc2ccc(Cl)c(Cl)c2)Cc2ccco2)cc1
→ i | i | i | 34 | i | i | i | i | i | i | 15
[45] O=C1N=C2SCCN2/C1=C\c1c(Cl)cccc1Cl
→ i | i | i | 7 | i | i | i | i | i | i | -1
[46] CCN(CC)c1ccc(NC(=O)CCc2nnc3ccc(N4CCCC4)nn23)c(C)c1
→ i | i | i | -15 | i | i | i | i | i | i | 1
[47] CCC(=O)Nc1ccc2c(c1)C(=O)N(C)C2=O
→ i | i | i | -6 | i | i | i | i | i | i | -10
[48] CNc1ncc(C(=O)c2ccc(-c3ccccc3)cc2)s1
→ i | i | i | 20 | i | i | i | i | i | i | -13
[49] Cc1ccc(N2CC(C(=O)NCCN3CCOCC3)CC2=O)cc1C (stereo unspecified)
→ i | i | i | -3 | i | i | i | i | i | i | 7
[50] CC(Nc1cccc2ccccc12)C(=O)N/N=C/c1ccccn1 (stereo unspecified)
→ i | i | i | -5 | i | i | i | i | i | i | 5
[51] CC(=O)c1ccc(OCCOc2ccc(C#N)cc2)cc1
→ i | i | i | 5 | i | i | i | i | i | i | x
[52] CCc1cc(CC)c(/C=N/NC(N)=O)c(CC)c1
→ i | i | i | -5 | i | i | i | i | i | i | 0
[53] COc1ccc(NC(=O)CN(C)CC(=O)Nc2cccc(F)c2)cc1Cl
→ i | i | i | -2 | i | i | i | i | i | i | 2
[54] COc1ccc(NC(=O)CSc2nncn2C)cc1
→ i | i | i | -8 | i | i | i | i | i | i | -11
[55] Cn1nccc1C(=O)OCC(=O)Nc1nc(-c2ccccc2)cs1
→ i | i | i | x | i | i | i | i | i | i | 17
[56] N#C/C(=C\c1ccc(F)cc1F)S(=O)(=O)c1ccccn1
→ i | i | i | 2 | i | i | i | i | i | i | 0
[57] COCC(C)NC(=O)c1cc2cc(OC)ccc2[nH]1 (stereo unspecified)
→ i | i | i | 3 | i | i | i | i | i | i | -78
[58] S=C(Nc1ccc(Cl)cc1)c1nc2ccccc2[nH]1
→ i | i | i | 76* | i | i | i | i | i | i | 3
[59] Cc1ccc(-n2nc(-c3cccs3)cc2C(=O)NCC2CCCO2)c(C)c1 (stereo unspecified)
→ i | i | i | 0 | i | i | i | i | i | i | 0
[60] COc1cc(OC)cc(C(=O)NCC(=O)OCC(=O)/C=C2/N(C)c3ccccc3C2(C)C)c1
→ i | i | i | 7 | i | i | i | i | i | i | 9
[61] S=c1[nH]ncn1/N=C/c1ccc(Br)cc1
→ i | i | i | -5 | i | i | i | i | i | i | 0
[62] N#Cc1c(N)n(Cc2ccccc2)c(=O)c2cc([N+](=O)[O-])ccc12
→ i | i | i | -2 | i | i | i | i | i | i | 1

Bioassay records deposited in PubChem by several laboratories.
